# ABCB1 inh – inhibitors of human ABCB1 transporter, ABCG2 counter-screen. P08183. CCRF-Adr cells, JC-1 efflux, flow cytometry. inhibition, % at 6.6 µM. 190,000 tested, 0.067% active. AID 1326; in the data active means inhibition above about 40%;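 further: 0% = vehicle and 100% = reference inhibitor; higher value means more JC-1 retained so stronger ABCB1 efflux block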
# Bim-Bcl-B – inhibitors of Bim-Bcl-B interaction, human | AID 951 | 190,000 tested, 0.073% active | bead-based flow cytometry, Bim peptide-Bcl-B binding | inhibition, % at 10 µM;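 further: 0% = tracer peptide without compound and 100% = reference inhibitor peptide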
# Target sequence (Q9HD36 whole entry, looked up): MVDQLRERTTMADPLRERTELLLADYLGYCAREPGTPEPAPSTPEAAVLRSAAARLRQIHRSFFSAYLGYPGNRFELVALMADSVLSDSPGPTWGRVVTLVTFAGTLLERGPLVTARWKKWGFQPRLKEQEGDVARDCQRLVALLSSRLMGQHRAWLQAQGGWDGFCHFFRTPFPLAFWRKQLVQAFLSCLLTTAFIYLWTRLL
# GSH bead fluor – compound fluoresces at 488/530 nm on GSH beads | GSH beads flow cytometry, compound fluorescence 488/530 nm; hits give high values | AID 1776 | 190,000 tested, 0.25% active | fluorescence (KMESF) at 10 µM; in the data active means fluorescence above about 89;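 further: glutathione beads carrying GST-tagged Bcl family fusion proteins plus one bare bead set; values are compound well signal with DMSO vehicle wells as background; inactives centre near 16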
# RGS7-Gao reg – modulates binding of RGS7 to human Galphao. P09471. binding response (% of control), % at 10 µM. Multiplexed bead flow cytometry; actives lie on both sides. 220,000 tested, 0.35% active; in the data active means binding response below about 49% or above about 150%; inconclusive means no clear call, values can overlap the other calls; inactive means in between;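 further: fluorescent Galphao held in activated GDP-AlF4 state binding bead-coupled RGS7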
# Target sequence (P09471 whole entry, looked up): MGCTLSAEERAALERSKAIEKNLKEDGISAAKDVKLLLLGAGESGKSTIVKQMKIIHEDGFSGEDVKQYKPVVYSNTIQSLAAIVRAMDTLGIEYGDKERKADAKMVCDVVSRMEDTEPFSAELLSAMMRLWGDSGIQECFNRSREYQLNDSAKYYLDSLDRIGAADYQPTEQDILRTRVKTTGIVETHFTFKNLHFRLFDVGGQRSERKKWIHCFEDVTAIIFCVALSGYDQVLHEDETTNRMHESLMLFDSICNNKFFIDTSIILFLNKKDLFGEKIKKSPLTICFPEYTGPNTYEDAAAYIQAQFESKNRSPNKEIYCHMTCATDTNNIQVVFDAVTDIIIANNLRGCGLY
# RGS4-Gao reg – modulates binding of RGS4 to human Galphao | P09471 | Multiplexed bead flow cytometry; actives lie on both sides | binding response (% of control), % at 10 µM | 220,000 tested, 0.33% active | AID 1415; in the data active means binding response below about 49% or above about 150%; inactive means in between;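 further: fluorescent Galphao activated with aluminum fluoride binding bead-coupled RGS4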
# ABCG2 block – human ABCG2 inhibition, ABCB1 as counter-screen | Q9UNQ0 | IgMXP3 cells, JC-1 efflux, flow cytometry | 190,000 tested, 0.1% active | AID 1325 | inhibition, % at 6.6 µM;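 active means inhibition above 80%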;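 further: 0% = DMSO and 100% = nicardipine control wells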
#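 Assay system – ABCG2 IgMXP3 and barcoded ABCB1 CCRF-Adr cell mix · Input – 3 million cells/mL in well · Reagent – JC-1 fluorescent substrate · Compound – single test compound dose, 6.6 µM final · Timing – 10 min exposure at 25 °C with rotation, no wash · Detection – flow cytometry of retained JC-1 fluorescence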
# Avidin bead fluor – compound fluoresces at 488/530 nm on avidin beads | 220,000 tested, 0.38% active | compound fluorescence 488/530 nm, flow cytometry; hits give high values | AID 1775 | fluorescence (KMESF) at 10 µM; in the data active means fluorescence above about 47; further: inactives centre near 10
# Bim-Bcl-W – inhibitors of Bim-Bcl-W interaction, human; Q92843; bead-based flow cytometry, Bim peptide-Bcl-W binding; inhibition, % at 10 µM; 190,000 tested, 0.02% active; AID 952;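 further: 0% = bound tracer without compound and 100% = peptide blocker; higher means less fluorescent Bim peptide bound to Bcl-W beads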
# Target sequence (Q92843 whole entry, looked up): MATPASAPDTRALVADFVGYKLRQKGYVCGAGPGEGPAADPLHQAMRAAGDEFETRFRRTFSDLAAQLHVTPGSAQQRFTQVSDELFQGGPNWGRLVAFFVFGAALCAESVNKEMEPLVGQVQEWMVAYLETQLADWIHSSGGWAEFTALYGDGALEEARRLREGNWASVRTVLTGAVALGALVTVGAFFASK
# Bim-Bcl-XL – inhibitors of Bim-Bcl-XL interaction, human. 190,000 tested, 0.04% active. inhibition, % at 10 µM. Q07817. Bim peptide-Bcl-XL binding, bead flow cytometry, fluorescence
# Target sequence (Q07817 whole entry, looked up): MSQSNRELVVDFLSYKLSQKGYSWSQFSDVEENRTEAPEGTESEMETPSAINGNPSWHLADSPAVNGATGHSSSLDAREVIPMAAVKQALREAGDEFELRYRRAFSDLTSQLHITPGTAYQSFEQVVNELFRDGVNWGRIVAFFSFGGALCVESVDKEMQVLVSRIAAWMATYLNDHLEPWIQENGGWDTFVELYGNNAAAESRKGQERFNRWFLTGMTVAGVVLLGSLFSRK
# Bim-Bfl-1 – inhibitors of Bim-Bfl-1 interaction, human; Q16548; Bead-based flow cytometry, Bim-Bfl-1 binding inhibition; inhibition, % at 10 µM; 190,000 tested, 0.12% active; AID 1008;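 further: 0% = wells without compound plus tracer and 100% = blocker peptide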
# Bcl-2 Bim block – disrupts Bim peptide binding to human Bcl-2 | P10415 | Bead-based flow cytometry, Bim peptide-Bcl-2 binding | inhibition, % at 10 µM | 190,000 tested, 0.06% active; in the data active means inhibition above about 40%; inconclusive means no clear call, values can overlap the other calls;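 further: 0% = no compound wells with probe peptide and 100% = reference peptide inhibitor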
# * hit, by the source's call; ? = inconclusive; . = not tested or not shown. Unless noted, no stated cut-off is given here; in the data, active means inhibition above about 40%.
SMILES,ABCB1 inh,Bim-Bcl-B,GSH bead fluor,RGS7-Gao reg,RGS4-Gao reg,ABCG2 block,Avidin bead fluor,Bim-Bcl-W,Bim-Bcl-XL,Bim-Bfl-1,Bcl-2 Bim block
CN1C(=O)CC(C(=O)O)SC1=Nc1cccc(C(F)(F)F)c1 (stereo unspecified),1.3,-2,11,99,99,3,16,1,-1,4,-3
CC(C)C(=O)NNC(=O)CN1CCN(c2nc(-c3ccccc3)cs2)CC1,-0.1,-9,9,104,102,0,10,0,-5,-6,-3
CC(C)(C)/C(O)=C/c1nc2ccccc2oc1=O,1.4,-1,12,93,95,3,6,-2,-1,-1,1
O=C(CCc1nc2ccccc2c(=O)[nH]1)Nc1ccc(F)cc1,0.2,-4,4,98,102,2,13,0,-6,0,0
CC1(C)CC(=O)C=C(NCCN2CCN(C(=O)Nc3ccc(Cl)c(Cl)c3)CC2)C1,1.0,-6,12,99,96,3,7,-5,-7,-9,-7
COc1cc(/C=N/NC(=O)c2cnn3c(C)cc(-c4ccccc4)nc23)ccc1O,2.0,-6,34,90,94,7,11,2,-4,-12,-8
CC(C)OC(=O)CSc1nnc(-c2ccccc2)n1N,0.4,-8,12,96,97,3,9,0,-6,-14,-9
O=c1c2c3c(sc2nc2sc(CN4CCCCC4)cn12)CCCC3,0.5,-3,16,104,107,4,16,4,0,-7,3
CCOC(=O)c1cc(-c2ccccc2)n(CCC(=O)N2CCN(c3ccccc3OC)CC2)c1C,0.5,-6,7,105,103,-1,2,-5,-6,-1,-6
O=C(CC1CCCCC1)NCC1CCCO1 (stereo unspecified),-0.1,-4,29,99,101,0,7,-3,-22,-7,-7
O=C(O)c1cccc([N+](=O)[O-])c1C(=O)Nc1nc2ccccc2s1,1.1,0,13,104,104,6,14,2,3,1,0
CCOC(=O)n1c(=O)n(Cc2cccc(C)c2)c2ccccc21,-1.9,-1,14,100,102,13,8,2,0,-1,-2
O=C1CSc2ccc(C(=O)Nc3cccc(S(=O)(=O)Nc4ccc(Br)cc4)c3)cc2N1,-0.8,-35,16,96,98,-6,8,3,-9,18,-5
O=C(CCCc1c[nH]c2ccccc12)Nc1ccc2ccccc2c1,-0.9,-5,9,102,100,-3,5,4,1,2,-2
COc1ccc(-c2csc(NC(=O)c3nc(-c4ccccc4)oc3C)n2)cc1,0.1,-14,36,104,102,2,13,-2,-20,-15,-11
Cn1c(=O)c2c(ncn2CC(=O)OCC(=O)Nc2ccccc2)n(C)c1=O,0.3,2,14,99,104,2,8,-2,0,4,3
CC(NC(=S)Nc1c(Br)cccc1OC(F)F)C(C)(C)C (stereo unspecified),0.7,-3,5,96,96,1,9,-3,-7,-1,-3
Cc1cc(C(=O)NCCN2CCN(c3cccc(Cl)c3)CC2)n(-c2ccccc2)n1,2.9,-3,27,105,103,6,9,0,-3,-5,-7
Cn1c(CNC(=O)c2cccs2)nnc1SCC(=O)Nc1ccc(Cl)cc1,1.6,.,78,99,98,3,7,.,.,.,?
CCN1CCN(C(=S)Nc2cccc(C(F)(F)F)c2)CC1,2.8,-20,9,96,94,34,3,0,-2,7,1
C=CCN1/C(=C(\C#N)C2=NS(=O)(=O)c3ccccc32)N(C)c2ccccc21,-0.5,-5,39,101,102,-2,7,2,0,-7,-8
CSc1nc2[nH]ncc2c(=O)n1-c1ccccc1,0.1,-11,13,100,104,2,17,-6,-8,-16,-11
N#CCCn1c(-c2nonc2NC(=O)c2ccccc2Cl)nc2ccccc21,0.4,0,15,95,99,2,29,0,0,0,-2
O=S(=O)(c1cnc(Cl)c(Br)c1)N1CCCCCC1,0.8,-2,8,102,108,1,5,-1,-2,1,-1
Cc1ccc2cc(CN(Cc3ccco3)C(=S)NCC3CCCO3)c(=O)[nH]c2c1 (stereo unspecified),1.2,-3,13,91,92,7,8,0,-2,3,-1
SMILES,ABCB1 inh,Bim-Bcl-B,GSH bead fluor,RGS7-Gao reg,RGS4-Gao reg,ABCG2 block,Avidin bead fluor,Bim-Bcl-W,Bim-Bcl-XL,Bim-Bfl-1,Bcl-2 Bim block
N#C/C(=N\O)c1nc2ccccc2s1,0.2,2,11,105,103,2,13,13,4,0,3
Cn1cc([N+](=O)[O-])c(C(=O)Nc2cnn(Cc3ccc(F)cc3)c2)n1,0.1,-1,10,104,104,0,2,1,-3,-1,1
Cc1cc(=O)oc2cc(OCC(=O)c3ccc4c(c3)NC(=O)CO4)ccc12,0.4,-43,46,111,117,2,10,-27,-22,-21,-12
COc1cc(Cl)cc(NC(=O)CCN2CCN(C)CC2)c1,0.4,2,30,100,100,1,11,0,0,-1,-1
COC(=O)c1ccc(/C=N/n2cnnc2)cc1,0.4,-7,26,97,99,2,10,0,0,-16,-9
CC(C(=O)c1ccc(-c2ccccc2)cc1)[n+]1ccccc1 (stereo unspecified),-0.4,-11,34,99,102,0,14,-7,-9,-12,-10
COc1ccc(NC(=O)c2cn(CCC#N)nc2-c2cc3ccccc3o2)cc1,0.3,-1,18,100,102,5,9,0,-3,-3,0
O=C(N/N=C/c1sc2ccccc2c1O)c1cccc2ccccc12,-0.4,-4,13,90,93,-4,6,-3,-4,2,-2
CCCCNC(=S)N1CCn2cccc2C1c1ccccc1 (stereo unspecified),-0.1,2,12,99,101,1,7,-3,0,5,2
CCc1c(C)nc(SCc2ccccn2)[nH]c1=O,-0.2,-2,26,93,99,7,9,0,-2,-2,1
CCCNC(=O)c1nnsc1S(=O)c1ccc(Cl)cc1 (stereo unspecified),-0.3,-6,11,130,129,-1,19,-5,-5,-12,-2
COc1ccc(-n2c(NC(=O)c3ccco3)c(C#N)c3nc4ccccc4nc32)cc1,-6.7,-33,28,91,91,-7,18,-2,-5,25,-1
COc1ccccc1N(CC(=O)Nc1ccccc1C)S(C)(=O)=O,-0.1,-3,71,100,100,1,7,-9,-8,-2,-2
COc1ccc(C)cc1NC(=O)NC1CCN(Cc2ccccc2)CC1,0.1,-1,49,94,95,0,11,-1,-4,-5,0
CCSc1n[nH]c2nc3c(c(=O)n12)C1(CCCC1)Cc1ccccc1-3,0.0,-5,10,109,112,0,17,0,-1,0,0
Cc1ccc(CNC(=O)C(=O)NCC2CCCO2)cc1 (stereo unspecified),-0.2,.,33,102,103,0,8,.,.,.,?
CSc1ccc(Cl)c(C(=O)NCc2ccco2)c1,0.5,1,250*,103,95,1,3,2,4,2,-4
CC(C)CN1C(=S)SC(C)(C)C1n1oc(=O)n(-c2ccccc2)c1=O (stereo unspecified),-0.7,11,15,81,94,-6,4,14,16,25,10
COc1ccc(C(=O)c2coc3ccc(O)c(CN(C)C)c23)cc1,1.4,-4,19,105,103,16,6,-4,-4,-8,-8
COCCCNC(=O)CSc1nc2c(sc3ccccc32)c(=O)n1CCCC(=O)NCC1CCCO1 (stereo unspecified),-0.1,-3,8,104,103,4,14,1,0,-2,-2
O=C(COC(=O)C1CCN(/C=C/C(=O)C(F)(F)F)CC1)Nc1ccccc1,0.1,-5,19,89,90,1,13,-4,-7,-11,-9
Cc1ccc2c(C)nc(Nc3nc(CSc4nnc(C)s4)cc(=O)[nH]3)nc2c1,2.4,-5,16,100,99,4,42,-4,-3,-2,-5
O=S(=O)(c1ccc2ccccc2c1)N1CCN(C2CCN(Cc3ccccc3)CC2)CC1,0.7,-3,25,106,105,1,5,2,0,-4,0
CCOc1ccc2[nH]c(=O)c(CN(Cc3ccc(F)cc3)C(=O)c3ccco3)cc2c1,3.4,-1,53,96,95,20,9,0,-2,8,2
Cc1c(NS(=O)(=O)c2ccccc2)c(=O)n(-c2ccccc2)n1C,0.5,-1,19,103,101,2,39,-4,0,-2,-2
SMILES,ABCB1 inh,Bim-Bcl-B,GSH bead fluor,RGS7-Gao reg,RGS4-Gao reg,ABCG2 block,Avidin bead fluor,Bim-Bcl-W,Bim-Bcl-XL,Bim-Bfl-1,Bcl-2 Bim block
O=C(CSc1ccccc1)N1CCN(c2ccccc2)CC1,0.6,-8,22,103,104,5,24,-4,-7,-13,-10
O=C(c1cc(Cl)nc2ccccc12)N1CCCCC1,0.2,-3,33,94,99,1,7,-5,-15,-3,-4
Nc1nnc(SC2CC(=O)N(c3ccccc3)C2=O)s1 (stereo unspecified),0.7,1,12,84,82,2,16,-1,-1,0,0
COc1ccc2c(c1)C(C)=CC(C)(C)N2C(=O)CNCc1ccc2c(c1)OCO2,1.4,-8,14,107,104,5,8,2,-3,-12,-8
COCCn1c(N)c(N(Cc2ccccc2)C(=O)c2oc3ccccc3c2C)c(=O)[nH]c1=O,1.1,-2,13,102,102,7,7,-3,-2,-4,-3
N#CCC(=N)N1CCN(c2ccc(F)cc2)CC1,0.5,-4,11,101,104,1,18,-1,3,-7,-3
CCC(C)NC(=O)CSc1nnc(-c2ccoc2C)n1CC1CCCO1 (stereo unspecified),0.5,0,67,101,100,3,15,-1,0,-3,-1

# Structural class, the compounds so far with two or more sulfur atoms
SMILES,ABCB1 inh,Bim-Bcl-B,GSH bead fluor,RGS7-Gao reg,RGS4-Gao reg,ABCG2 block,Avidin bead fluor,Bim-Bcl-W,Bim-Bcl-XL,Bim-Bfl-1,Bcl-2 Bim block
O=c1c2c3c(sc2nc2sc(CN4CCCCC4)cn12)CCCC3,0.5,-3,16,104,107,4,16,4,0,-7,3
O=C1CSc2ccc(C(=O)Nc3cccc(S(=O)(=O)Nc4ccc(Br)cc4)c3)cc2N1,-0.8,-35,16,96,98,-6,8,3,-9,18,-5
Cn1c(CNC(=O)c2cccs2)nnc1SCC(=O)Nc1ccc(Cl)cc1,1.6,.,78,99,98,3,7,.,.,.,?
CCCNC(=O)c1nnsc1S(=O)c1ccc(Cl)cc1 (stereo unspecified),-0.3,-6,11,130,129,-1,19,-5,-5,-12,-2
CC(C)CN1C(=S)SC(C)(C)C1n1oc(=O)n(-c2ccccc2)c1=O (stereo unspecified),-0.7,11,15,81,94,-6,4,14,16,25,10
COCCCNC(=O)CSc1nc2c(sc3ccccc32)c(=O)n1CCCC(=O)NCC1CCCO1 (stereo unspecified),-0.1,-3,8,104,103,4,14,1,0,-2,-2
Cc1ccc2c(C)nc(Nc3nc(CSc4nnc(C)s4)cc(=O)[nH]3)nc2c1,2.4,-5,16,100,99,4,42,-4,-3,-2,-5
Nc1nnc(SC2CC(=O)N(c3ccccc3)C2=O)s1 (stereo unspecified),0.7,1,12,84,82,2,16,-1,-1,0,0

# Screening data from PubChem BioAssay.
